PAD4 inh = human PAD4 inhibitors, primary screen, biochemical, fluorescence polarization, 1536-well format | AID 485272, 2010 | inhibition, % at 6.36 µM | 330,000 tested, 0.41% active | recombinant PAD4, RCA probe fluorescence polarization | Protein-arginine deiminase type-4 (Homo sapiens), Q9UM07;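 active = percent inhibition above a cutoff equal to the mean of all tested compounds plus 3 SD, cut at about 15% in these data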;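 also: 0% = PAD4 with RCA probe and DMSO and 100% = probe without PAD4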
Target sequence (Q9UM07 whole entry, looked up): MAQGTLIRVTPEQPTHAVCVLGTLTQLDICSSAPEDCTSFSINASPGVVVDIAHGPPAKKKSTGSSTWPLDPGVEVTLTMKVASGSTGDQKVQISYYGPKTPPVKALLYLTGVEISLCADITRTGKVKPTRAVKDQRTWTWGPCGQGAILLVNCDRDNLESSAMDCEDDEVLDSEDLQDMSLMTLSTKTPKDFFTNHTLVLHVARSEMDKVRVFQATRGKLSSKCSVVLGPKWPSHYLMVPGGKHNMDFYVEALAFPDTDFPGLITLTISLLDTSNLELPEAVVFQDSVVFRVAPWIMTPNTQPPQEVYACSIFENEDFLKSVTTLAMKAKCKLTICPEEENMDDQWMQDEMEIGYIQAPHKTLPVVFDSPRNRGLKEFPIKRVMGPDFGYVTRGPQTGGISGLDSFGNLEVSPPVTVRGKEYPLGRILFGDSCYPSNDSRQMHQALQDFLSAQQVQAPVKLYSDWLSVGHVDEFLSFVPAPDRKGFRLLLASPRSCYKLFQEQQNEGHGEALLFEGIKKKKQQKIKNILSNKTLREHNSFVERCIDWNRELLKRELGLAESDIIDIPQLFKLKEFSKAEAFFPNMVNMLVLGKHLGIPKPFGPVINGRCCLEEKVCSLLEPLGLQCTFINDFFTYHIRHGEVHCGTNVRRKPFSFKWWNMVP
GLD-1 TGE inh = GLD-1/TGE RNA complex disruptors, primary screen, biochemical, fluorescence polarization; inhibition, % at 5.96 µM; AID 2280, 2010; purified GLD-1 + fluorescein TGE RNA; Female germline-specific tumor suppressor gld-1 (Caenorhabditis elegans), Q17339; 320,000 tested, 0.44% active;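 active = percent inhibition above a per-plate cutoff, the plate mean of test compounds plus 3 SD, cut at about 30% in these data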;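 also: 0% = DMSO wells with GLD-1 and probe and 100% = wells lacking GLD-1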
MEX-5 binding = MEX-5 zinc finger RNA-binding disruptors – biochemical, C. elegans, fluorescence polarization, MLPCN library, primary screen; AID 1832, 2009; Zinc finger protein mex-5 (Caenorhabditis elegans), Q9XUB2; MEX-5/FITC-TCR2 RNA binding; stronger effect = lower value; 300,000 tested, 0.38% active; activity score (negative = inhibition of binding), % at 10 µM;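 active = inhibition past about -25% in most replicates, and total fluorescence under double the plate's negative control median, limit read from the data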;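 also: 0% = DMSO and -100% = 5 µM competing unlabeled TCR2 RNA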
BCLXL inh = inhibitors of human Bcl-xL, primary screen, biochemical, fluorescence polarization, HTS | AID 2129, 2009 | inhibition, % at 10.9 µM | GST-Bcl-xL / FITC-Bim BH3 peptide fluorescence polarization | 320,000 tested, 0.7% active | Bcl-2-like protein 1 (Homo sapiens), Q07817;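 active = inhibition above the mean of all tested compounds plus 3 SD, cutoff set per campaign, cut at about 30% in these data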;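 also: 0% = DMSO wells and 100% = unlabeled Bim-BH3 peptide competitor; inhibitors lower millipolarization by displacing the labeled peptide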
MCL1-BIM inh = inhibitors of MCL1 binding to BIM-BH3, primary screen, biochemical, fluorescence polarization | inhibition, % at 10.9 µM | 320,000 tested, 0.68% active | GST-MCL1 / FITC-Bim-BH3 fluorescence polarization;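 active = inhibition above the mean inhibition of all tested compounds plus 3 SD, set per campaign, cut at about 40% in these data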;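 also: 0% = DMSO wells and 100% = unlabeled Bim-BH3 peptide control; higher means more loss of mP so more displacement of Bim peptide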
Target sequence (Q07820 whole entry, looked up): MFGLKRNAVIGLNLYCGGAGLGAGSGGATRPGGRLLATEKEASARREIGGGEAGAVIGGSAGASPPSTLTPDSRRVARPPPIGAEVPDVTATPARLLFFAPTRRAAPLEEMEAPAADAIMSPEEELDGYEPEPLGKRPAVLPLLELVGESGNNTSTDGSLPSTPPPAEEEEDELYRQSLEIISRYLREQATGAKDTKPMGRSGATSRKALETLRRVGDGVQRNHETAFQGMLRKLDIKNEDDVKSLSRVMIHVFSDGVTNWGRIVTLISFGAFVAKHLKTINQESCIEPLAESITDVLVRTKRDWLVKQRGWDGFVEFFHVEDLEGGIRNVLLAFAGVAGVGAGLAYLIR
GSTO1 inh = inhibitors of recombinant GSTO1, primary screen, counter-screen for RBBP9 inhibitor project, biochemical, fluorescence polarization; Glutathione S-transferase omega-1 (Homo sapiens), P78417; activity-based probe fluorescence polarization; inhibition, % at 5.96 µM; 300,000 tested, 1.1% active; AID 1974, 2009;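 active = inhibition above the campaign mean inhibition plus 3 SD, cut at about 35% in these data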;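 also: 0% = GSTO1-1 with DMSO and 100% = wells lacking GSTO1-1 enzyme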
Fam108B inh = mouse Fam108B serine hydrolase inhibitors, primary screen, counter-screen for RBBP9 inhibitor project, biochemical, fluorescence polarization; AID 1947, 2009; recombinant Fam108B, FP-Rh probe fluorescence polarization; 300,000 tested, 0.33% active; inhibition, % at 9.51 µM;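 active = inhibition above the screen mean inhibition plus 3 SD, computed separately per campaign, cut at about 18% in these data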;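 also: inhibitors lower polarization as less probe binds the enzyme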
TPT1 inhibitor = Candida albicans TPT1 enzyme inhibitors, primary screen, biochemical, fluorescence polarization | tRNA 2'-phosphotransferase TPT1 (Candida albicans SC5314) | recombinant caTPT1, FP RNA substrate dephosphorylation | inhibition, % at 5 µM | 300,000 tested, 0.81% active;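 active = inhibition above the mean of all tested compounds plus 3 SD, set per screening campaign, cut at about 24% in these data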;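 also: plate controls were DMSO alone for no effect and ferristatin control at 100 nM for full effect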
PME-1 primary = PME-1 inhibitors via competitive probe labeling, primary screen, biochemical, fluorescence polarization, FP-Rh probe, HTS. inhibition, % at 5.9 µM. AID 2130, 2009. 320,000 tested, 0.53% active. recombinant PME-1. Protein phosphatase methylesterase 1 (Homo sapiens), Q9Y570;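 active = inhibition above the campaign mean of all compounds plus 3 SD, cut at about 26% in these data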;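 also: competitive labeling of PME-1 active site by serine hydrolase directed probe; 0% = PME-1 with DMSO and 100% = wells lacking PME-1 enzyme; inhibitors block probe labeling so polarization falls and inhibition rises; many of its hits are not listed in these tables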
Starred values were filed as active, the others as inactive; / = not tested or not shown.

SMILES	PAD4 inh	GLD-1 TGE inh	MEX-5 binding	BCLXL inh	MCL1-BIM inh	GSTO1 inh	Fam108B inh	TPT1 inhibitor	PME-1 primary
Cc1cc2oc(=O)cc(CN3CCN(C/C=C/c4ccccc4)CC3)c2cc1O	2	3	-1.4	4	4	-5	0	3	6
Cc1ccc(/C=C/C(=O)N2CCN(S(=O)(=O)c3c(C)c(C)cc(C)c3C)CC2)o1	-2	0	/	7	-7	-4	-2	9	-6
COc1ccc(Cn2c(-c3ccc(C)cc3)c[n+]3ccccc23)cc1	-3	0	0.4	-4	-6	2	1	1	4
Cc1c(Br)c([N+](=O)[O-])nn1CC(=O)N1CCCc2ccccc21	-1	5	1.2	2	0	1	4	-4	-2
CN(C/C=C/C#CC(C)(C)C)Cc1cccc2ccccc12	-1	-1	-2.4	5	3	-4	-3	0	-4
O=P(O)(CCCP(=O)(O)CCc1ccccc1)CCc1ccccc1	1	-2	-1.9	6	3	13	-4	-2	-2
CCOc1ccc(C2/C(=C(\O)c3cccc(OC)c3)C(=O)C(=O)N2c2cc(C)on2)cc1OC (stereo not drawn)	-4	7	0.9	7	-1	-2	0	-3	-3
COC(=O)c1[nH]c2ccc(C)cc2c1NC(=O)CN1CCCC(C)(C)C1	-5	13	0.2	2	5	4	0	0	-4
COc1ccc(C(=O)OCc2ccccc2F)cc1S(=O)(=O)N1CCCC1	0	1	/	0	-5	/	/	/	13
O=C(Nc1ccc(S(=O)(=O)N2CCCC2)cc1)c1ccc(OCC2CCCO2)cc1 (stereo not drawn)	-6	-2	2.0	5	-3	-11	1	3	-4
O=c1c(-c2ccccc2)coc2c(CN3CCCCC3)c(O)ccc12	2	3	-0.2	3	2	2	-1	-1	0
Cc1ccc2oc(C(=O)NCc3ccc4c(c3)OCO4)c(C)c2c1	-4	-9	0.1	10	15	-1	-1	-4	-15
Cc1ccc2nc3c(c(Nc4cccc(O)c4)c2c1)CCC3	-10	-4	3.7	5	3	3	2	2	-19
CCOc1ccc(C(C)C)cc1S(=O)(=O)Nc1ccc(Cl)cn1	-4	0	-3.1	7	7	-1	0	-3	-5
O=C(c1snnc1-c1ccccc1)N1CCOCC1	-4	0	0.0	4	2	8	0	-4	-3
O=C(Nc1ccccc1[N+](=O)[O-])c1cncc(Br)c1	-2	2	0.6	2	-1	4	2	-1	-5
C/C(=N\Nc1cc(N2CCOCC2)nc(C)n1)c1cccc([N+](=O)[O-])c1	5	2	-0.1	-1	8	9	-1	1	-3
CCn1c(S(=O)(=O)O)nc2ccccc21	-3	3	-0.7	1	-1	5	3	2	-1
COCc1c(C#N)c(NCCc2ccc(F)cc2)nc(C)c1[N+](=O)[O-]	0	5	0.6	3	1	-3	6	-2	6
CCSc1ncccc1-c1nc2ccccc2[nH]1	-5	10	-2.0	0	1	1	0	-2	5
CN(C)c1ccc(N=Nc2cccc3ccoc23)cc1	2	5	-1.1	-1	-5	2	1	2	9
O=C(NNC(=O)c1ccncc1)Nc1ccc([N+](=O)[O-])cc1	-5	9	-0.1	-3	3	2	-3	4	1
COc1ccc(NC(=O)/C(C#N)=C/c2c(C)nn(-c3ccc(F)cc3)c2Cl)cc1Cl	-2	-6	-3.6	3	-3	5	-24	4	0
COCc1cc(=O)[nH]c(Nc2nc3ccccc3o2)n1	2	1	-0.7	1	6	22	-3	-1	-1
CCC(=O)N1CCN(c2nc3ccccc3s2)CC1	-1	9	0.8	7	-1	2	-1	-3	-4
CCNC(=O)NC(=O)CSc1ccc2ccccc2c1	-5	-5	0.4	5	2	1	3	0	-3
COc1ccc(Br)cc1/C=C/c1ccc2cccc(O)c2n1	-2	2	0.9	10	8	7	-4	2	0
CCN(CC)C(=O)C1CCN(S(=O)(=O)c2ccc3oc4ccccc4c3c2)CC1	-3	8	-1.4	2	-3	-4	1	-1	4
O=C(Nc1nc(-c2ccncc2)cs1)c1ccc(F)cc1	-2	2	0.9	-5	-5	-4	-3	3	-4
COc1ccc(-n2c(Cc3cccn3C)nnc2SCC(=O)Nc2ccc(Cl)cc2)cc1	-4	4	-0.5	-2	1	3	1	-1	7
COc1ccc(S(=O)(=O)N(C)CC(=O)Nc2ccccc2OC)cc1C	-1	-2	0.4	5	9	4	7	-2	4
COc1ccc(Nc2oc(-c3ccco3)nc2S(=O)(=O)c2ccc(F)cc2)cc1	-3	5	-3.9	4	4	8	1	3	-2
COc1ccccc1NC(=O)CSc1nnc(-c2ccoc2C)n1C	1	16	0.3	0	0	6	4	1	4
O=C(CNS(=O)(=O)c1ccc2c(c1)OCCCO2)N1CCN(c2ccc(F)cc2)CC1	-3	-1	/	2	-2	/	/	/	2
O=C(COC(=O)/C=C/c1ccccc1Cl)NC1CCCC1	-3	1	/	4	2	/	/	/	2
COCCCNCCOCCSc1ccc(Cl)cc1	-1	1	-4.0	1	5	7	1	-3	-6
COc1ccc(CNC(=O)/C(C#N)=C/c2cccc(OC)c2OC)cc1	2	-2	1.1	-5	-8	-5	-2	1	-3
CCOC(=O)c1sc(NC(=S)NC(=O)c2ccco2)nc1C	0	5	-2.7	11	21	-9	0	6	-3
O=C(CSc1nnc(-c2ccco2)n1Cc1ccccc1)c1ccccc1	1	5	0.0	-8	-7	2	-2	1	1
C[C@@]12C(=O)Nc3ccc(Br)cc3C(=O)N1[C@H]1c3cc(Br)ccc3OC[C@@H]1[C@@H]2c1ccccc1	-7	-3	/	7	12	-8	-50	-5	-61
COC(=O)c1ccc(NC(=O)CSc2nnc(CNc3ccc(F)cc3)n2C)cc1	4	11	1.1	2	-5	4	-1	-2	0
COc1nc(Oc2ccc(C(=O)O)cc2)nc(Oc2ccc(C(=O)O)cc2)n1	0	1	0.2	-1	0	-2	-1	3	-9
CC(C)(C)NC(=O)C(c1cccnc1)N(C(=O)c1csnn1)c1ccccc1 (stereo not drawn)	6	1	-0.6	0	-1	8	1	1	2
CCOC(=O)c1ccc(S(=O)(=O)N2CCN(CCC#N)CC2)cc1	-2	-1	-0.9	1	3	4	4	0	-2
CN(C)C(=O)CSc1nnc(NC(=O)CCc2ccccc2)s1	-3	-1	1.2	-5	-5	6	1	-4	-6
O=C(CNC(=O)c1ccccc1F)NNC(=O)c1ccccc1O	0	-2	-7.8	4	11	12	-3	1	-2
CCc1ccc(OCC(=O)N(Cc2ccccc2)C2CCS(=O)(=O)C2)cc1 (stereo not drawn)	-2	1	-4.0	5	4	2	2	0	-3
Cc1c(C)c2ccc(OC(C)C(=O)N3CC[C@@]4(O)CCCC[C@H]4C3)c(C)c2oc1=O (stereo partly drawn)	-3	1	-1.2	1	-5	-3	2	-4	2
O=C(c1cc(Cl)ccc1[N+](=O)[O-])N1CCc2ccccc2C1	-2	0	2.0	4	4	1	0	3	-5
Cc1ccc(OCC(=O)N/N=C/c2ccc([N+](=O)[O-])o2)cc1	0	9	-0.8	11	19	29	4	4	5
Going on with the list:
SMILES	PAD4 inh	GLD-1 TGE inh	MEX-5 binding	BCLXL inh	MCL1-BIM inh	GSTO1 inh	Fam108B inh	TPT1 inhibitor	PME-1 primary
CCOC(=O)CNC(=O)CSc1nnc(-c2ccco2)n1N	1	5	3.3	0	2	3	3	3	3
Cc1ccc(N2CN=C3SCC(=O)N3C2)cc1C	8	7	1.5	7	9	3	1	2	-3
O=C(CN1CCN(c2ccccn2)CC1)Nc1ccc([N+](=O)[O-])cc1C(=O)Nc1ccccc1F	-3	-10	1.2	-5	-8	-3	-9	5	8
CCOC(=O)CC1COCCN1Cc1cn[nH]c1-c1ccc2c(c1)OCO2 (stereo not drawn)	-6	-8	0.1	5	-4	-16	0	1	2
COC(=O)C1=C(C(=O)OC)[N+]2=C3N(C(=O)NC2(C)C)[C@H](CO)C[C@@]32c3ccccc3N(Cc3ccccc3)[C@@H]12	-2	9	-0.5	3	3	6	4	-3	1
Cc1cccc(NC(=O)N(C)Cc2cccs2)c1	-8	-5	-1.2	-4	-18	-10	-6	0	-13
O=C1C=C(c2ccc(-c3ccccc3)c(F)c2)C[C@@H](c2ccc3c(c2)OCO3)C1	7	-6	/	0	6	/	/	/	-2
CCCC(=O)NCC(c1cccs1)S(=O)(=O)c1ccc(Cl)cc1 (stereo not drawn)	0	3	2.7	0	1	6	-2	4	-2
CCCSc1sc(C(=O)OC)c(-c2cccs2)c1C#N	-12	2	2.0	3	5	5	-2	1	1
CCOC(=O)C1CCCN(C(=O)CCNS(=O)(=O)c2cc(Br)cnc2N)C1 (stereo not drawn)	-8	8	-0.3	3	-5	1	1	1	-6

Brought forward from above: 2 compounds; new compounds follow.
SMILES	PAD4 inh	GLD-1 TGE inh	MEX-5 binding	BCLXL inh	MCL1-BIM inh	GSTO1 inh	Fam108B inh	TPT1 inhibitor	PME-1 primary
CCCSc1sc(C(=O)OC)c(-c2cccs2)c1C#N	-12	2	2.0	3	5	5	-2	1	1
CCOC(=O)C1CCCN(C(=O)CCNS(=O)(=O)c2cc(Br)cnc2N)C1 (stereo not drawn)	-8	8	-0.3	3	-5	1	1	1	-6
CCCC(C)NC(=O)COc1ccc(Sc2ccc(OCC(=O)NC(C)CCC)cc2)cc1 (stereo not drawn)	1	2	1.7	1	-3	5	-3	1	1
Cc1ccc(C(=O)Nc2nnc(NC(=S)Nc3ccccc3)s2)cc1	-3	10	0.4	9	9	-70	-4	2	-46
CCCCOc1ccc(/C=c2\sc3ncnn3c2=O)cc1	2	12	-5.7	6	1	3	4	-6	2
COc1cc(Cl)c(S(=O)(=O)NCCCN2CCOCC2)cc1Cl	-3	3	0.7	4	6	7	-4	-1	-4
CC(CN1CCCC1)OC(=O)c1ccc(F)cc1 (stereo not drawn)	-7	0	-1.7	0	6	0	-1	-5	-4
C=CCc1c(OC)ccc2c1c(S(=O)(=O)c1ccc(C)cc1)cn2COC	-4	7	1.6	6	1	-9	2	-5	8
O=C(CN1CCN(S(=O)(=O)c2ccc(Br)cc2)CC1)N/N=C/c1ccco1	-3	2	0.9	4	12	-1	0	1	-2
Cc1cccc(C(=O)NNC(=O)CSc2nnc(C3CC3)n2C)c1	5	-6	-1.1	0	8	-1	1	-2	3
O=C(Oc1ccc(-c2cnc3ccccc3n2)cc1)c1ccc(Cl)c([N+](=O)[O-])c1	7	0	-1.4	1	2	8	-7	0	1
CCOC(=O)c1c(C)[nH]c(C(=O)OCC(=O)N2c3ccccc3CC2C)c1C (stereo not drawn)	-1	5	0.9	0	-5	3	0	-5	-9
O=C1c2cccc([N+](=O)[O-])c2C(=O)N1C1CCCCC1	-7	0	0.4	6	-6	2	-2	0	0
O=C1CC(c2ccccc2)Sc2nc3ccccc3n21 (stereo not drawn)	0	4	-2.0	3	5	0	0	0	-4
Cc1ccc(NC(=O)Nc2ccc3c(c2)N(C)C(=O)CS3)cc1C	-2	4	-2.6	-3	1	4	2	4	1
O=C(O)C1C2C=CC(C2)C1C(=O)NC(c1ccccc1)c1ccccc1 (stereo not drawn)	-1	5	-0.6	7	4	6	-3	-5	-2

These rows are one share of the data; rates above refer to the full screens.
